Assay outcomes from PubChem BioAssay.
Yfh1-off respiration: mitochondrial function rescue without frataxin homolog – Friedreich's ataxia, plus single-dose screen, dose response (AID 1465); S. cerevisiae Yfh1-off respiration, WST-1 reduction, 72 h; higher fold induction means a stronger effect; fold induction at 50 µM; hits with a dose series show EC50 in µM; hit rate 0.074% among 220,000;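 active = fold induction of absorbance versus untreated yeast above a set limit, then at least 30% activation at any dose in follow-up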;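 also: activators that raise dye reduction in frataxin-depleted yeast; strong numbers were not always called active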
GPR55 LPI antagonism: inhibition of LPI-stimulated GPR55 beta-arrestin translocation – imaging, U2OS, beta-arrestin-GFP, LPI agonist, primary screen (AID 2013); hit rate 0.13% among 290,000; U2OS GPR55 beta-arrestin-GFP translocation imaging, LPI antagonism; higher % means a stronger effect; inhibition, % at 10 µM, or IC50 in µM where a hit was titrated;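 active = spots per cell inhibited over 60%, with over 100 cells counted and total cytoplasm intensity under 500,000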;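 also: U2OS cells stably carrying GPR55 and arrestin-GFP stimulated by 5 µM LPI near EC80; imaged beta-arrestin-GFP aggregate spots per cell after agonist stimulation; plate controls were LPI-stimulated DMSO wells for no effect and DMSO wells without LPI for full effect; some results filed as inactive read as strong as hits; confirmed hits need IC50 under 10 µM and bright autofluorescent wells are also inconclusive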
NTR1 agonist: NTR1-driven beta-arrestin-GFP spot formation – imaging, U2OS cells, high content, primary screen (AID 493036). P30989. agonist mode. activation, % at 20 µM. hit rate 0.17% among 330,000;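 active = activation at or above 40% of the spot to cytoplasm intensity ratio, with at least 20 cells analyzed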;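 also: 0% = DMSO without peptide and 100% = 100 nM NTR1 peptide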
Target sequence (P30989 whole entry, looked up): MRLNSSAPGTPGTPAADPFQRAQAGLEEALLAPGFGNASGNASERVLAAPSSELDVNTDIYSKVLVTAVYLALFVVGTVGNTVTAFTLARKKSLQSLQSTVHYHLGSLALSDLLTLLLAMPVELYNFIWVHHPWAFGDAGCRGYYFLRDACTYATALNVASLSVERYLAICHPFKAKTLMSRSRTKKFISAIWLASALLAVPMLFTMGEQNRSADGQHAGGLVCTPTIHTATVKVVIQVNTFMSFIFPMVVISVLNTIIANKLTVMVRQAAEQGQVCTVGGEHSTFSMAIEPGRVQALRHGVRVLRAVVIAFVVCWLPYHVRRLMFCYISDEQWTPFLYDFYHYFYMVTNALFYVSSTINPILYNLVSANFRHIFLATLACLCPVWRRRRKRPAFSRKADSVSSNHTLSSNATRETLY
MgcRacGAP inhibition: MgcRacGAP GTPase-activating activity inhibitors, confirmation, biochemical, ADP Hunter fluorescence; hit rate 0.6% among 340,000; MgcRacGAP-stimulated Rac1 GTP hydrolysis, ADP Hunter fluorescence; higher % means a stronger effect; GST-tagged Rac1 F28L mutant substrate; AID 624330; inhibition, % at 30 µM, or IC50 in µM where a hit was titrated;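 active = first-screen hits whose inhibition reached a set limit at any dose in the follow-up dose series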;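 also: fluorescence reports GDP produced by GAP-driven GTP hydrolysis; strong numbers were not always called active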
AID2073: inhibitors of Mint1-CaV2.2 protein interaction, biochemical, HTRF (AID 2073); inhibition, % at 20 µM, or IC50 in µM where a hit was titrated; HTRF protein-protein interaction, Mint1-CaV2.2; higher % means a stronger effect; hit rate 0.19% among 290,000; in the data active = inhibition mostly above about 51%, no sharp cut-off; also: some results filed as inactive read as strong as hits
Large T inhibition: SV40 large T antigen inhibitors, biochemical (AID 1903); SV40 large T antigen ATPase/helicase inhibition assay; higher % means a stronger effect; inhibition, % at 20 µM, or IC50 in µM where a hit was titrated; hit rate 0.39% among 310,000; in the data active = a potency from the dose series; also: strong numbers were not always called active
NS5 inhibitors: flavivirus cap methylation enzyme inhibition – biochemical, confirmation dose response, primary screen (AID 588689). Dengue-2 NS5 methyltransferase capping enzyme assay, biochemical; higher % means a stronger effect. inhibition, % at 25 µM; hits with a dose series show IC50 in µM. hit rate 0.3% among 340,000; in the data active = a potency from the dose series
GPR55 beta-arrestin: GPR55 agonists via beta-arrestin recruitment, primary screen, imaging, U2OS cells, beta-arrestin-GFP redistribution (AID 1961). hit rate 0.048% among 290,000. U2OS GPR55 beta-arrestin-GFP redistribution imaging; higher % means a stronger effect. activation, % at 10 µM; hits with a dose series show EC50 in µM;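 active = activation above 40% with more than 50 cells counted in the well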;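 also: U2OS osteosarcoma cells stably expressing GPR55 and beta-arrestin-GFP; plate controls were DMSO negative control for no effect and LPI positive control for full effect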
GPR35 antagonists: inhibition of zaprinast-stimulated GPR35 beta-arrestin translocation – imaging, U2OS, beta-arrestin-GFP, zaprinast agonist, primary screen (AID 2058); U2OS GPR35 beta-arrestin-GFP translocation imaging, zaprinast antagonism; higher % means a stronger effect; inhibition, % at 10 µM, or IC50 in µM where a hit was titrated; hit rate 0.052% among 290,000;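 active = inhibition of at least 50% with at least 30 cells and total cytoplasm GFP at most 10,000,000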
NTR1 agonist cell count 20 µM: second read-out of NTR1 agonist, no call of its own (marks repeat the call); cell count; measured here: cell count, cytotoxicity flag
NS5 inhibitors pilot replicate: second read-out of NS5 inhibitors, no call of its own (marks repeat the call); inhibition, %; measured here: pilot screen replicate inhibition
Starred values were filed as active, the others as inactive; i = inactive; nt = no result given.

SMILES	Yfh1-off respiration	GPR55 LPI antagonism	NTR1 agonist	NTR1 agonist cell count 20 µM	MgcRacGAP inhibition	AID2073	Large T inhibition	NS5 inhibitors	GPR55 beta-arrestin	GPR35 antagonists	others
O=C(NC(=O)N1CCN(c2ccc(F)cc2)CC1)c1ccccc1	i	-4%	1.4	56	11%	-5%	-1%	-5%	-0.1%	34%
CCOc1ccccc1NC(=O)NCc1cccnc1	i	7%	-0.3	50	10%	6%	4%	-7%	-0.2%	-14%
O=C(CN(c1ccc(Cl)cc1)S(=O)(=O)c1ccccc1)N1CCN(c2ccccc2)CC1	i	2%	9.7	80	1%	0%	2%	-1%	-0.1%	-9%
CN(Cc1cn(C)nc1-c1ccccc1F)Cc1nccn1C	i	1%	0.1	43	3%	-2%	0%	1%	0.2%	-4%
COc1ccc(Cn2c(=S)[nH]c3ccsc3c2=O)cc1	i	1%	-0.5	81	-3%	-36%	6%	2%	0.2%	8%
Cc1ccc(/C=C/C(=O)NCCCn2ccnc2)cc1	i	6%	0.5	90	11%	3%	-6%	-3%	0.2%	19%
O=C(Nc1nc(-c2ccc3c(c2)OCO3)cs1)c1ccncc1	i	-2%	3.1	55	3%	-4%	3%	-5%	0.2%	2%
CC1CCCCC1NC(=O)C1Cc2ccccc2CN1S(C)(=O)=O (stereo not drawn)	i	-3%	-0.1	68	9%	-2%	5%	-6%	-0.2%	-5%
C/C(CC(=O)NCCCN1CCOCC1)=N\NC(=O)COc1cccc2ccccc12	i	5%	-0.3	61	3%	-5%	-41%	-6%	0.1%	-1%
O=C(NC1=NCCS1)c1cccc(Br)c1	nt	nt	0.1	43	-1%	nt	3%	-2%	nt	nt
Cn1c(N)c(S(=O)(=O)c2ccc(Br)cc2)c2nc3ccccc3nc21	i	2%	7.8	83	2%	1%	-7%	-2%	0.3%	-8%
O=C(OCC(=O)N1CCOCC1)c1ccc2c(c1)OCCO2	i	34%	4.3	64	6%	-1%	-2%	0%	-0.1%	-5%
Cc1ccc(-c2ccc(/C=N/N=C3/NC(=O)C(CC(=O)O)S3)o2)c([N+](=O)[O-])c1 (stereo not drawn)	i	-1%	2.3	91	7%	17%	11%	89µM*	0.2%	-6%
Fc1ccc(Br)cc1/C=N/n1cnnc1	i	2%	-0.7	46	10%	3%	5%	3%	-0.2%	0%
O=C(NCc1ccc(N2CCCC2=O)cc1)c1cn(CCc2ccccc2)nn1	nt	4%	6.0	84	7%	-2%	4%	12%	-0.1%	0%
CCN(C/C=C/c1ccccc1OC)Cc1ccccc1	nt	16%	-0.6	66	20%	-1%	8%	nt	0.3%	-1%
Cc1cccnc1NC(=O)Cn1nc(-c2ccccc2)oc1=S	i	-2%	1.4	54	6%	-13%	9%	0%	0.1%	-4%
CC(C)c1ccc(C2(O)C(=O)Nc3cc(Br)ccc32)c(O)c1 (stereo not drawn)	nt	0%	1.7	101	-4%	-14%	6%	-1%	-0.1%	-10%
N#CCOC(=O)C1c2ccccc2Oc2ccccc21	nt	4%	4.0	56	6%	16%	3%	-4%	-0.1%	9%
CN(Cc1ccccc1)C(=O)COc1ccc(N(C)S(=O)(=O)c2ccc(F)cc2)cc1	i	0%	0.5	66	9%	-5%	23%	-6%	0.7%	6%
CCCC(=O)Nc1ccc(C(=O)Nc2cccc(OC)c2)cc1	i	5%	-1.3	76	3%	1%	11%	-5%	-0.3%	-2%
CCOC(=O)C1CCCN(C(=O)c2ccc3c(c2)N(C)C(=O)/C(=C/c2ccccc2Cl)S3)C1 (stereo not drawn)	nt	2%	8.4	64	11%	12%	2%	-3%	0.7%	6%
CN1CCN(c2ccc(S(=O)(=O)N3CCCCC3)cc2NC(=O)c2cccc([N+](=O)[O-])c2)CC1	i	4%	1.3	29	2%	-5%	14%	-6%	0.8%	1%
COc1ccc(-c2cc(C(=O)N3CCN(Cc4ccc5c(c4)OCO5)CC3)on2)cc1OC	nt	13%	0.0	45	8%	-7%	9%	-2%	0.3%	11%
CN(C)C(=O)N1CCC(C(=O)NCC2CCCO2)CC1 (stereo not drawn)	nt	9%	0.5	55	1%	0%	-3%	-3%	0.1%	0%
CC(C)N=C(Nc1ccc(Cl)cc1)c1cccnc1	i	-3%	-0.5	76	5%	2%	5%	-4%	-0.1%	-3%	NS5 inhibitors pilot replicate=2.1
COc1ccc(NC(=O)CCC(=O)OC(C(=O)c2ccccc2)c2ccccc2)cc1 (stereo not drawn)	i	6%	1.7	76	3%	-3%	-1%	-5%	0.3%	-16%	NS5 inhibitors pilot replicate=0.0
Cc1cccc2sc(NC(=O)CSc3nnnn3C)nc12	nt	11%	1.5	60	3%	2%	6%	-6%	-0.1%	-1%
CCOc1ccccc1OCCOc1ccc(F)cc1	i	16%	-0.9	41	17%	2%	5%	-1%	-0.1%	0%
O=C(CSc1nnc(CNc2ccc(F)cc2)n1CC1CCCO1)N1CCOCC1 (stereo not drawn)	nt	1%	0.0	47	6%	-8%	nt	-2%	0.2%	13%
Cc1cc(NC(=O)c2cccc(S(=O)(=O)N3CC(c4ccccc4)CC3=O)c2)no1 (stereo not drawn)	i	0%	0.9	58	2%	-4%	4%	-1%	-0.3%	6%
C/C(=N\NC(=O)c1cc(O)ccc1O)c1cccc(NC(=O)c2ccc(Cl)cc2)c1	nt	3%	0.7	58	13%	12%	31%	18%	0.0%	-7%
Nc1[nH]n(-c2ccccc2)c(=O)c1N=Nc1ccccc1[N+](=O)[O-]	i	1%	1.1	90	2%	42%	1%	1%	0.2%	0%
COc1cccc(NC(=O)NNC(=O)c2ccc3c(c2)NC(=O)C(C)(C)O3)c1	nt	-2%	2.0	37	0%	11%	5%	10%	1.1%	2%
Cc1nonc1OCC(C)(COc1nonc1C)NC(=O)c1ccc(Cl)cc1	i	-4%	-1.6	77	14%	-1%	0%	-1%	0.3%	-1%
O=C1CCC(/C=C/c2ccccc2)=NN1Cc1ccccc1	i	2%	2.7	49	5%	-1%	-3%	2%	-1.1%	-8%
CCOc1ncccc1C(=O)OCC(=O)Nc1ccc(C(N)=O)cc1	i	4%	1.9	58	13%	-9%	6%	7%	-0.3%	-1%
CCC1(C)Cc2c(sc3c2c(=O)n(-c2ccccc2)c(=O)n3C)CO1 (stereo not drawn)	i	-11%	-1.4	49	8%	-11%	4%	-3%	0.0%	3%
C=CCn1c(SC)nnc1-c1cccc([N+](=O)[O-])c1	i	-8%	-0.2	49	8%	-7%	14%	-4%	-0.4%	-6%
O=C(Cn1cnc2sc(-c3ccccc3)cc2c1=O)NCc1ccccc1	i	6%	8.0	56	4%	12%	-2%	-8%	-0.1%	2%

9 entries out of the list, sorted by molecular weight, smallest number first:
SMILES	Yfh1-off respiration	GPR55 LPI antagonism	NTR1 agonist	NTR1 agonist cell count 20 µM	MgcRacGAP inhibition	AID2073	Large T inhibition	NS5 inhibitors	GPR55 beta-arrestin	GPR35 antagonists	others
C=CCn1c(SC)nnc1-c1cccc([N+](=O)[O-])c1	i	-8%	-0.2	49	8%	-7%	14%	-4%	-0.4%	-6%
CN(C)C(=O)N1CCC(C(=O)NCC2CCCO2)CC1 (stereo not drawn)	nt	9%	0.5	55	1%	0%	-3%	-3%	0.1%	0%
O=C(NC1=NCCS1)c1cccc(Br)c1	nt	nt	0.1	43	-1%	nt	3%	-2%	nt	nt
CCCC(=O)Nc1ccc(C(=O)Nc2cccc(OC)c2)cc1	i	5%	-1.3	76	3%	1%	11%	-5%	-0.3%	-2%
CN(Cc1cn(C)nc1-c1ccccc1F)Cc1nccn1C	i	1%	0.1	43	3%	-2%	0%	1%	0.2%	-4%
Nc1[nH]n(-c2ccccc2)c(=O)c1N=Nc1ccccc1[N+](=O)[O-]	i	1%	1.1	90	2%	42%	1%	1%	0.2%	0%
CCC1(C)Cc2c(sc3c2c(=O)n(-c2ccccc2)c(=O)n3C)CO1 (stereo not drawn)	i	-11%	-1.4	49	8%	-11%	4%	-3%	0.0%	3%
C/C(=N\NC(=O)c1cc(O)ccc1O)c1cccc(NC(=O)c2ccc(Cl)cc2)c1	nt	3%	0.7	58	13%	12%	31%	18%	0.0%	-7%
CCOC(=O)C1CCCN(C(=O)c2ccc3c(c2)N(C)C(=O)/C(=C/c2ccccc2Cl)S3)C1 (stereo not drawn)	nt	2%	8.4	64	11%	12%	2%	-3%	0.7%	6%

The listing picks up, starting two compounds before the break.
SMILES	Yfh1-off respiration	GPR55 LPI antagonism	NTR1 agonist	NTR1 agonist cell count 20 µM	MgcRacGAP inhibition	AID2073	Large T inhibition	NS5 inhibitors	GPR55 beta-arrestin	GPR35 antagonists	others
C=CCn1c(SC)nnc1-c1cccc([N+](=O)[O-])c1	i	-8%	-0.2	49	8%	-7%	14%	-4%	-0.4%	-6%
O=C(Cn1cnc2sc(-c3ccccc3)cc2c1=O)NCc1ccccc1	i	6%	8.0	56	4%	12%	-2%	-8%	-0.1%	2%
Cc1ccc(S(=O)(=O)/N=C2/C=C(C3C(=O)CC(C)(C)CC3=O)C(=O)c3ccccc32)cc1	>100µM*	12%	2.9	76	5%	6%	18%	10µM*	0.0%	-17%
COc1ccc(S(=O)(=O)N(CCc2ccccc2)CC(=O)NCCCO)cc1	i	-23%	-0.3	51	5%	4%	6%	-2%	-0.2%	19%
COc1ccccc1CN1C(=O)C2CC=CCC2C1=O (stereo not drawn)	i	20%	0.3	60	3%	-3%	9%	-1%	-0.1%	12%
Nn1c(Cc2cccc3ccccc23)nnc1SCn1nnc2ccccc2c1=O	i	-6%	0.1	38	14%	-8%	17%	-4%	0.0%	-10%
O=C(/C=C/c1cccc(Cl)c1)Nc1ncccn1	i	6%	-0.5	68	-4%	17%	-3%	0%	-0.3%	-11%
CC1=C(C)CC(C(=O)Nc2cccc([N+](=O)[O-])c2)C(C(=O)O)C1 (stereo not drawn)	i	6%	-0.5	43	12%	-6%	2%	3%	0.2%	7%
CCCCOc1ccc(C2CCC(C(C)=O)C(C)C2)cc1 (stereo not drawn)	i	1%	7.2	54	8%	-12%	6%	-6%	-0.1%	7%
Cc1ccc(C(=O)N2CCN(c3ncnc4c(-c5ccccc5)nsc34)CC2)cc1	i	4%	1.2	32	nt	2%	-1%	nt	0.2%	5%
COc1ccc(/C=N/NC(=O)C(=O)N2CCCCCC2)cc1	nt	0%	0.2	53	4%	-11%	5%	0%	0.2%	14%
O=C(N/N=C/c1sc(=O)n(-c2ccccc2)c1Cl)c1ccncc1	i	2%	0.9	91	10%	-11%	5%	-68%	-0.3%	13%
Nc1nonc1-n1nnc(C(=O)N/N=C/c2cc(Br)ccc2O)c1CSC1=NCCS1	i	-1%	nt	nt	6%	35%	-3%	-3%	-0.2%	-3%
Cc1ccc(NC(=O)COc2nc(C)cs2)cc1	i	-3%	2.7	67	5%	-6%	6%	-5%	-0.2%	6%
CC(C)OCCCNC(=O)c1cn(C)c2ccc(S(=O)(=O)N(C)C3CCCCC3)cc2c1=O	nt	0%	1.8	63	16%	-6%	27%	0%	0.1%	-6%
